# Screening data: PubChem BioAssay, National Center for Advancing Translational Sciences (NCATS)
# Pol eta inh: blocks human DNA polymerase eta activity. AID 588591. Q9Y253. recombinant Pol eta, fluorescent DNA replication assay. 390,000 compounds, 1.2% hits. Potency, µM (top dose mostly 114 µM), for inactives: at the top dose activity change, negative = inhibition, hits mostly inhibitors; note: % is set by controls: 0 for no effect and ±100 for the full control effect
#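 Pol eta (10 nM) was preincubated with compounds for 15 min at room temperature, after which fluorescent replication substrate (50 nM final) was added to start the reaction. Fluorescence was read kinetically at 0 and 10 min.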
# POLK inh: DNA polymerase kappa (human) inhibition; Q9UBT6; purified Pol kappa, fluorescent DNA synthesis assay, 10 min; Potency, µM (titrated, usually from 107 µM), for inactives: at the highest dose activity, negative = inhibition, hits mostly inhibitors; 400,000 compounds, 0.53% hits; note: % is set by controls: 0 for no effect and ±100 for the full control effect
#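 Kinetic fluorescence screen: compound preincubated 15 min RT with 10 nM enzyme; 50 nM substrate (final) initiates; reads at 0/10 min.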
# G9a inh: G9a (human) methyltransferase inhibition. G9a H3K9 monomethylation, AlphaScreen, 2 h. Potency, µM (titrated, usually from 102 µM), without a hit: at the top dose activity, negative = inhibition, actives largely listed as inhibitors. 350,000 compounds, 8.8% hits; note: % is set by controls: 0 for no effect and ±100 for the full control effect; nearly all actives have a fitted effect of over 75% in size
#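 Compounds were preincubated with 20 nM G9a for 15 min, after which biotinylated H3K9 peptide (500 nM) and SAM (20 uM) started a 2 h room-temperature reaction. Monomethylated product was quantified by antibody-based AlphaScreen chemiluminescence.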
# BAZ2B inh: inhibitors of human BAZ2B bromodomain. Q9UIF8. AlphaScreen BAZ2B-H3K14Ac peptide displacement. Potency, µM (series often up to 114 µM), inactives show at the highest dose activity change, negative = inhibition, hits mostly inhibitors. 360,000 compounds, 4.4% hits. AID 504333; note: % is set by controls: 0 for no effect and ±100 for the full control effect; nearly all actives have a fitted effect of over 60% in size
# Target sequence (Q9UIF8 whole entry, looked up): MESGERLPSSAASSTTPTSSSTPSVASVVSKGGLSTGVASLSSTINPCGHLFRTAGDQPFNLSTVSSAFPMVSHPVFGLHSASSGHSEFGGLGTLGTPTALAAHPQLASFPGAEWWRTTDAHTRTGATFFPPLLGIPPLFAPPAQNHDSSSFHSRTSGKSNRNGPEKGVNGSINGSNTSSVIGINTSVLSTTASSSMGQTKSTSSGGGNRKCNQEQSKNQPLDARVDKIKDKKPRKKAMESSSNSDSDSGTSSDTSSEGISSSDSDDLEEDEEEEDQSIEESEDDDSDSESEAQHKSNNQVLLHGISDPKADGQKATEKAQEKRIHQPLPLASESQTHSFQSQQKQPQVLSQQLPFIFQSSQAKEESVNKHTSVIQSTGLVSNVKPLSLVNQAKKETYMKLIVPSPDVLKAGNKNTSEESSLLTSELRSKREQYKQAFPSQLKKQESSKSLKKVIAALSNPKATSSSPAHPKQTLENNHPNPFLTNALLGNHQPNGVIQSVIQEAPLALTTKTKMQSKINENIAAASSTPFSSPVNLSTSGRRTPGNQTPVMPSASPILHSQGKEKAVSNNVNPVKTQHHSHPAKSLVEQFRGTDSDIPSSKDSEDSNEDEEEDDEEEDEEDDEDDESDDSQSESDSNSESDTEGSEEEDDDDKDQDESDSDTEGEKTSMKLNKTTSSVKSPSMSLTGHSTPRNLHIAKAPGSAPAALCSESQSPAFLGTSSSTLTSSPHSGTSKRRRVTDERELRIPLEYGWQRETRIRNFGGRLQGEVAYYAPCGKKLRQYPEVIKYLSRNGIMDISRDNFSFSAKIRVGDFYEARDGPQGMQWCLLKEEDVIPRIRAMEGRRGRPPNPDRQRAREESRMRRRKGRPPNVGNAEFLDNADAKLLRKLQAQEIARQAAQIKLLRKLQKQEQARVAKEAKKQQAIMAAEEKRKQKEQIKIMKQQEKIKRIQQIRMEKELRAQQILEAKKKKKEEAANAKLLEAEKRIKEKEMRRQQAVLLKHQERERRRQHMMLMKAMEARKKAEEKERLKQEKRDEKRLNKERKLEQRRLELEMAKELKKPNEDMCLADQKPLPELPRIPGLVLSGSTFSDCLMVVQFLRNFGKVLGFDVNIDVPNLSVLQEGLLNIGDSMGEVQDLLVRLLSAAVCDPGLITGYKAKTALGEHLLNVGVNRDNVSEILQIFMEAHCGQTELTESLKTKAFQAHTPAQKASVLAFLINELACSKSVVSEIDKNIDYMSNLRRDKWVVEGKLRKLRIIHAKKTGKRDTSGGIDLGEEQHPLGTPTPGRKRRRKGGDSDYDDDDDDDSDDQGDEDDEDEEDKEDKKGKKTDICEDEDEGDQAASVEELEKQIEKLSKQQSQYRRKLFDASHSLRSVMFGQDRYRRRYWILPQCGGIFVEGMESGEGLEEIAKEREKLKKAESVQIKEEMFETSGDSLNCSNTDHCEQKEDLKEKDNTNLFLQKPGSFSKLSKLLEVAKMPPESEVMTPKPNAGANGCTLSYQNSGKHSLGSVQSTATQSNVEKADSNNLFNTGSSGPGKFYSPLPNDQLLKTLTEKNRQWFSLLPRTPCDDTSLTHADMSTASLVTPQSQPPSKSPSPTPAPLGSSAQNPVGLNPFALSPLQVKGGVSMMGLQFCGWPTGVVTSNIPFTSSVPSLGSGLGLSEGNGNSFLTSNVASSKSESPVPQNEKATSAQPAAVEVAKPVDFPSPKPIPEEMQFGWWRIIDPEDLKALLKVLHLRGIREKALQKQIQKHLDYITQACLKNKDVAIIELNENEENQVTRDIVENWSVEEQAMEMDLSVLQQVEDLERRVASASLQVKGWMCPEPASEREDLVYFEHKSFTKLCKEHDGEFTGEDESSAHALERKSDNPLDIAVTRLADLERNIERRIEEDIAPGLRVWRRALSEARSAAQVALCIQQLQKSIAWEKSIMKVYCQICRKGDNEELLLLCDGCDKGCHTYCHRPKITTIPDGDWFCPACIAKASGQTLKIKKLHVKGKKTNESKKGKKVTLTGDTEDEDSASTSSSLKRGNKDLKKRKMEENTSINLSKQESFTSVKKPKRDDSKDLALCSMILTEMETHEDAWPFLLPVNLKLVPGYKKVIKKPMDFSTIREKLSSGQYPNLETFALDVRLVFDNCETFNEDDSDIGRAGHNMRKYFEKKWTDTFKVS
#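 BAZ2B (50 nM) with biotin-H3(5-23)K14Ac peptide (50 nM) in PBS pH 7.4, 0.01% Tween-20, preformed 30 min, then compound 30 min at room temperature; top concentration 110uM. AlphaScreen streptavidin donor/nickel chelate acceptor beads (10 ug/mL final), 20 min dark, signal read.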
# APEX1 inh: APE1 (human) endonuclease inhibition. P27695. recombinant APE1, TAMRA/BHQ-2 abasic DNA cleavage fluorescence. Potency, µM (series often up to 65.8 µM), without a hit: at the top dose activity change, negative = inhibition, actives largely listed as inhibitors. 350,000 compounds, 0.35% hits. AID 2517;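 note: plate controls were vehicle for no effect and reference inhibitor for full effect; nearly all actives have a fitted effect of over 55% in size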
#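 Readout is kinetic fluorescence (ex 525, em 598 nm) from cleavage of 50 nM TAMRA/BHQ-2 THF abasic duplex by 0.75 nM APE1, compound added 15 min beforehand at RT.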
# Apoferritin bind: binds horse apoferritin like a general anesthetic. P02791. apoferritin/1-aminoanthracene competitive binding, fluorescence. Potency, µM (titrated, usually from 77.5 µM), inactives show at the top dose activity change, negative = displacement, most hits filed as inhibitors. 350,000 compounds, 0.074% hits. AID 485281; note: % is set by controls: 0 for no effect and ±100 for the full control effect; nearly all actives have a fitted effect of over 20% in size
#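 Steps: apoferritin (10 uM) was premixed with half-saturated 1-AMA in PBS, compounds were pin-transferred, plates stood 10 min at room temperature, fluorescence was read at 380/535 nm, and curves were fitted with a Hill equation.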
# POLB inh: blocks human DNA polymerase beta activity; P06746; Pol beta primer extension/strand displacement, fluorescence kinetic; Potency, µM (series often up to 114 µM), for inactives: at the top dose activity change, negative = inhibition, most hits filed as inhibitors; 340,000 compounds, 1.3% hits; AID 485314; note: % is set by controls: 0 for no effect and ±100 for the full control effect
#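 Homogeneous kinetic assay of primer extension and strand displacement by 10 nM Pol beta, preincubated 15 min at room temperature with compound before 50 nM substrate (final) was added. Read at 0 and 10 min; four-parameter Hill fit.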
# BLM helicase inh: inhibitors of human Bloom syndrome helicase BLM | P54132 | recombinant BLM DNA unwinding, fluorescence dequenching | Potency, µM (series often up to 56.1 µM), without a hit: at the highest dose activity change, negative = inhibition, hits mostly inhibitors | 350,000 compounds, 0.2% hits;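 note: plate controls were vehicle for no effect and no enzyme for full effect; nearly all actives have a fitted effect of over 35% in size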
# POLI inh: inhibitors of human DNA polymerase iota | 390,000 compounds, 1% hits | Pol iota fluorescent replication assay, 10 min | Potency, µM (top dose mostly 115 µM), for inactives: at the highest dose activity, negative = inhibition, hits mostly inhibitors | Q9UNA4
#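 Fluorescent replication assay read twice, at 0 min and 10 min after adding 50 nM (final) substrate. Enzyme (10 nM) and compounds were first incubated 15 min at room temperature; enzyme-free buffer wells were negative controls.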
# The depositor's hits bear a star; ? = inconclusive; / = no result given; [ ] = remark or other dose. Calls come from the whole dose curve; as a rule, active = well fitted curve in the direction sought with a large enough effect; inconclusive = small, poorly fitted or top-dose-only effect, or another doubt; inactive = no such curve, though single readings can be large; an effect the other way counts as inactive or inconclusive. Potency is the fitted concentration of half-maximal effect.
# Under each structure – BLM helicase inh | POLB inh | APEX1 inh | POLK inh | POLI inh | G9a inh | Pol eta inh | BAZ2B inh | Apoferritin bind
> Cc1ccc(-c2nnc(SCC(=O)NCC3CCCO3)nc2-c2ccc(C)cc2)cc1 (centres undefined)
    / | / | 22% | -10% | 7% | ? | -13% | -36% | /
> CCOc1ccc(N(C)S(=O)(=O)c2ccc3c(c2)CCCN3C(C)=O)cc1
    -2% | 20% | / | -5%[60.1 µM] | 18% | -3%[59 µM] | -9% | -4% | -15%
> O=C(CCS(=O)(=O)c1ccc(Cl)cc1)NCCN1C(=O)S/C(=C\c2ccccc2F)C1=O
    -6% | -8% | 9% | 1% | 5% | 3%[59 µM] | 1% | -7% | -1%
> CCn1c(SCCN2CCOCC2)nc2c1c(=O)n(C)c(=O)n2C
    3% | 21% | 12% | -2% | 129%[activator] | 5%[0.501 µM] | -15% | -2% | -4%
> Cc1cc(=O)[nH]c(Nc2cccc(Br)c2)n1
    1% | 50% | -6% | 0% | 48%[activator] | / | -16% | 16% | -4%
> CCOc1ccc(N(CC(=O)N2CCN(c3ccccc3OC)CC2)S(=O)(=O)c2ccc(C)cc2)cc1
    -8% | 3% | -7% | -8% | 26% | / | -27% | ? | -4%
> CC1(C)CC(=O)C2=C(C1)OC(N)=C(C#N)C2c1ccc[nH]1 (centres undefined)
    -27% | 20µM* | 2% | 79µM* | 28µM* | ? | -15% | ? | -24%
> NS(=O)(=O)c1ccc(-c2ccc(/C=C3\NC(=S)NC3=O)o2)cc1
    -6% | 11% | -15% | 50µM* | 10µM* | 8.9µM* | 79µM* | 50µM* | -21%
> CCC(CC)C(=O)Nc1cccc(C(=O)c2ccccc2)c1
    -6% | 5% | 1% | -3% | 0% | 14%[59 µM] | -14% | -4% | ?
> COc1cc(C(=O)N/C(=C\c2cn(C)c3ccccc23)C(=O)N2CCOCC2)cc(OC)c1OC
    -2% | 37% | -3% | -17% | -3% | -9% | -4% | -10% | -6%
> O=C(COC(=O)c1ccc(Cl)nc1)Nc1ccc2c(c1)CCC2
    / | / | -12% | -7% | -10% | / | 0% | / | /
> O=C1CCc2cc(S(=O)(=O)Nc3ccccc3Cl)ccc2N1
    / | / | -8% | -3% | 8% | 7%[12.7 µM] | -13% | 14% | /
> Cc1nc2sc3c(c2c(=O)n1/N=C/c1cccnc1)CCCC3
    -1% | 20% | -10% | -10% | 146%[activator] | -5% | -18% | -24% | -12%
> Cc1ccccc1NC(=O)CNc1ccccc1C(=O)NCc1ccco1
    -2% | 0% | 4% | -15% | 7% | 40µM* | -14% | -26% | -16%
> COc1cccc(NC(=O)Cn2c(=O)c3c(ncn3Cc3ccccc3)n(Cc3ccccc3)c2=O)c1
    2% | -21% | -2% | -7% | -12% | 2%[12.7 µM] | -13% | 0% | 3%
> C/C(=N\NC(=O)Cc1ccc(Cl)c(Cl)c1)c1cccnc1
    -7% | -1% | 34% | 2% | 14% | -8% | -10% | -16% | ?
> CCOC(=O)C1CCCN(Cc2ccc(OCC)cc2)C1 (centres undefined)
    -1% | -14% | 3% | -3%[60.1 µM] | 18% | 8.9µM* | -10% | ? | -4%
> CCn1c(N)nc2ccccc21
    -6% | 11% | 2% | 1% | 11% | 25% | -13% | -5% | -15%
> CN1CCN(CCNC(=O)Nc2ccc(Cl)cc2)CC1
    -1% | 31% | 22% | -1% | 91%[activator] | 9% | -13% | -9% | -2%
> COc1ccc(OC)c(Nc2nc(N)nc(-c3cc4ccccc4o3)n2)c1
    -2% | -11% | 0% | -8% | -5% | 14%[59 µM] | -8% | -2% | -9%
> COc1ccc(-n2c(=O)c3ccccc3n(CC(=O)NCCc3ccc(OC)c(OC)c3)c2=O)cc1
    -3% | 22% | / | 5% | 6% | 4%[59 µM] | 1% | -1% | -8%
> N#C/C(=N/Nc1ccc(S(=O)(=O)N2CCOCC2)cc1)C(N)=O
    3% | 0% | 3% | -4% | 68%[activator] | 0% | -16% | -21% | -19%
> O=c1cc(-c2ccc(Cl)cc2)nc(N2CCN(c3ccccc3)CC2)[nH]1
    -4% | -31% | 1% | 7% | -4% | 5% | -11% | -6% | -3%
> CC(=O)Nc1ccc(NC(=O)C(C)OC(=O)c2ccc(N(C)C)cc2)cc1 (centres undefined)
    -5% | 55% | 6% | 0% | 21% | 1% | 1% | -7% | -8%
> COc1cccc(OCc2cc(C3Nc4ccccc4C(=O)N3Cc3ccco3)ccc2OC)c1 (centres undefined)
    -3% | 6% | ? | -10% | 24% | ? | -22% | -25% | 44%[activator]
> CCC1CC=CC2C1C(=O)N(Cc1ccccc1)C2c1cc(C)ccc1F (centres undefined)
    -7% | / | ? | -7% | 22% | / | / | / | 68%[activator]
> Cc1nn(CSc2c(F)c(F)c(F)c(F)c2F)c(C)c1[N+](=O)[O-]
    / | / | -18% | -1% | -16% | ? | -9% | -5% | /
> O=C(NCC(c1ccc2c(c1)OCO2)N1CCOCC1)c1c(F)cccc1F (centres undefined)
    2% | 9% | / | -8%[60.1 µM] | ? | -7%[59 µM] | 3% | -2% | ?
> CC1C=CCC2C(=O)N(c3ccc(OC(=O)c4cccs4)cc3)C(=O)C12 (centres undefined)
    -2% | 38% | 18% | -12% | -16% | 1% | 17% | -3% | ?
> O=C(c1cccs1)N1CCCC(c2nc3c(nnn3Cc3ccc(F)cc3)c(=O)[nH]2)C1 (centres undefined)
    -3% | 11% | -3% | -11% | -2% | 8% | 2% | 1% | -14%

# Some of these compounds in order of heavy-atom count, descending:
# Under each structure – BLM helicase inh | POLB inh | APEX1 inh | POLK inh | POLI inh | G9a inh | Pol eta inh | BAZ2B inh | Apoferritin bind
> O=C1CCc2cc(S(=O)(=O)Nc3ccccc3Cl)ccc2N1
    / | / | -8% | -3% | 8% | 7%[12.7 µM] | -13% | 14% | /
> CN1CCN(CCNC(=O)Nc2ccc(Cl)cc2)CC1
    -1% | 31% | 22% | -1% | 91%[activator] | 9% | -13% | -9% | -2%
> CCn1c(N)nc2ccccc21
    -6% | 11% | 2% | 1% | 11% | 25% | -13% | -5% | -15%

# (continued)
# Under each structure – BLM helicase inh | POLB inh | APEX1 inh | POLK inh | POLI inh | G9a inh | Pol eta inh | BAZ2B inh | Apoferritin bind
> Cc1cc(Br)ccc1NC(=O)CN1C(=S)NC(C)(C)CC1C (centres undefined)
    2% | 19% | -5% | 0% | 57%[activator] | 32µM* | -13% | -13% | -19%
> Cn1c(N)c(C(=O)CSc2nc(C3CC3)n(-c3ccccc3)n2)c(=O)n(C)c1=O
    / | / | 37% | 9% | 35%[activator] | 14%[12.7 µM] | -9% | -1% | /
> CC(Sc1ccc(S(=O)(=O)N2CCOCC2)cn1)c1ccccc1Cl (centres undefined)
    / | / | -21% | -2% | 16% | / | -22% | / | /
> Cc1sc(NC(=O)c2ccco2)c(C(c2cccnc2)N2CCCC2)c1C (centres undefined)
    -6% | 9% | 18% | -28% | -2% | -31%[12.7 µM] | -13% | ? | -6%
> CC(=O)N1N=C(c2ccco2)CC1c1cc2ccc(C)cc2nc1Cl (centres undefined)
    -1% | -5% | 1% | -12% | 28% | 2% | -20% | -4% | 71%[activator]
> O=C(c1ccccc1F)N1CCN(S(=O)(=O)c2ccc(S(=O)(=O)N3CCCCCC3)cc2)CC1
    0% | 22% | -3% | -1% | 11% | / | 8% | -38% | 10%
> NC(=O)c1ccccc1NC(=O)CCc1ccccc1
    -2% | 21% | 16% | -5% | 37%[activator] | 26%[59 µM] | 4% | -6% | -18%
> C=CCSC(CC)(CC)C(N)=O
    0% | 26% | 14% | -5% | 72%[activator] | / | -9% | 0% | 5%
> CCC1C/C(=C\c2cc(OC)c(OC)cc2OC)C(=O)/C(=C/c2cc(OC)c(OC)cc2OC)C1 (centres undefined)
    -17% | -6% | -3% | -23% | ? | 25µM* | ? | 10µM* | ?
> Cc1ccc(N(CC(N)=O)C2SC(=O)N(C)C2=O)cc1 (centres undefined)
    -2% | 1% | -5% | -11% | 19% | -22%[12.7 µM] | -9% | -18% | -7%
> COCCOc1nc2c(c(=O)n(C)c(=O)n2C)n1Cc1cccc(OC)c1
    1% | 12% | 3% | -4% | 11% | -5%[12.7 µM] | -6% | 13% | -5%
> CC(=O)c1cnc(Nc2cccc(C)c2)s1
    -9% | 13% | 2% | -13% | 52%[activator] | 7% | 4% | 0% | ?
> COCCCN(C(=O)Cc1csc(-c2cccc(Cl)c2)n1)c1c(N)n(Cc2ccccc2)c(=O)[nH]c1=O
    / | / | 6% | -2% | 14% | 0%[0.501 µM] | -10% | -14% | /
> CC(=O)c1ccc(OCCCC(=O)N(CCC2=CCCCC2)c2c(N)n(Cc3ccccc3)c(=O)[nH]c2=O)cc1
    / | / | -4% | -8% | 34%[activator] | 2%[12.7 µM] | -18% | 5% | /

# Five of the compounds above, with bars between the fields:
Molecule | BLM helicase inh | POLB inh | APEX1 inh | POLK inh | POLI inh | G9a inh | Pol eta inh | BAZ2B inh | Apoferritin bind
Cc1ccc(N(CC(N)=O)C2SC(=O)N(C)C2=O)cc1 (centres undefined) | -2% | 1% | -5% | -11% | 19% | -22%[12.7 µM] | -9% | -18% | -7%
COCCOc1nc2c(c(=O)n(C)c(=O)n2C)n1Cc1cccc(OC)c1 | 1% | 12% | 3% | -4% | 11% | -5%[12.7 µM] | -6% | 13% | -5%
CC(=O)c1cnc(Nc2cccc(C)c2)s1 | -9% | 13% | 2% | -13% | 52%[activator] | 7% | 4% | 0% | ?
COCCCN(C(=O)Cc1csc(-c2cccc(Cl)c2)n1)c1c(N)n(Cc2ccccc2)c(=O)[nH]c1=O | / | / | 6% | -2% | 14% | 0%[0.501 µM] | -10% | -14% | /
CC(=O)c1ccc(OCCCC(=O)N(CCC2=CCCCC2)c2c(N)n(Cc3ccccc3)c(=O)[nH]c2=O)cc1 | / | / | -4% | -8% | 34%[activator] | 2%[12.7 µM] | -18% | 5% | /

# Only part of the results is shown; count on the stated rates, not on these rows.
